IP6K1 inhibitor – blocks human inositol hexakisphosphate kinase 1; activity change, % (series mostly up to about 58 µM); 0.81% of 140,000 active; IP6K1 kinase, ADP-Glo luminescence, 2 h; stronger effect = lower value; in the data active = activity change below about -25%
Target sequence (Q92551 whole entry, looked up): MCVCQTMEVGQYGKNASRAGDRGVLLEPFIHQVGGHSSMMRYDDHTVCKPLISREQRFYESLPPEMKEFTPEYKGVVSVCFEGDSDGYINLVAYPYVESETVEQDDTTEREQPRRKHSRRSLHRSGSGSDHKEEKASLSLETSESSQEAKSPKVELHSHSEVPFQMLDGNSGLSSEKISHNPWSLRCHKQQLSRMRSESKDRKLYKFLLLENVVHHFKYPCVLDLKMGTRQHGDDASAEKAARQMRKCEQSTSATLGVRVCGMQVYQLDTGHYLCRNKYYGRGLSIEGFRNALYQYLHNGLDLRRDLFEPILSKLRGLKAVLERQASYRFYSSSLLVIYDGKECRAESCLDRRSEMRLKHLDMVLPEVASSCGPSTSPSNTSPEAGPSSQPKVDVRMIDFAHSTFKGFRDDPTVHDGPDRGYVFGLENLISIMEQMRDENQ
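ADP-Glo luminescence measures ADP made by human IP6K1 during a 2 h RT reaction with ATP/IP6 (mix at 1.3 mM/130 uM); top library doses 57.5 and 19.1 uM final.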
SNCA expr inh – SNCA gene expression inhibition; HEK-293 SNCA-luciferase knock-in, luminescence, 24 h; Potency, µM (doses to about 57.2 µM), inactives show top-dose activity change, negative = inhibition, usual class: inhibitors; 0.17% of 140,000 active;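 note: potency is the fitted concentration of half-maximal effect; plate controls were DMSO cells for no effect and cell-free wells for full effect; nearly all actives have a fitted effect of over 45% in size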
GPT2 inhibitor – GPT2 alanine aminotransferase inhibition; Q8TD30; Recombinant GPT2, coupled pyruvate oxidase/HRP Amplex Red fluorescence; Potency, µM (top dose mostly 57.7 µM), for the others: at the top dose activity change, negative = inhibition, most hits filed as inhibitors; 0.25% of 100,000 active; AID 1671188; note: potency is the fitted concentration of half-maximal effect; nearly all actives have a fitted effect of over 60% in size; many of its hits are not listed in these tables
Target sequence (Q8TD30 whole entry, looked up): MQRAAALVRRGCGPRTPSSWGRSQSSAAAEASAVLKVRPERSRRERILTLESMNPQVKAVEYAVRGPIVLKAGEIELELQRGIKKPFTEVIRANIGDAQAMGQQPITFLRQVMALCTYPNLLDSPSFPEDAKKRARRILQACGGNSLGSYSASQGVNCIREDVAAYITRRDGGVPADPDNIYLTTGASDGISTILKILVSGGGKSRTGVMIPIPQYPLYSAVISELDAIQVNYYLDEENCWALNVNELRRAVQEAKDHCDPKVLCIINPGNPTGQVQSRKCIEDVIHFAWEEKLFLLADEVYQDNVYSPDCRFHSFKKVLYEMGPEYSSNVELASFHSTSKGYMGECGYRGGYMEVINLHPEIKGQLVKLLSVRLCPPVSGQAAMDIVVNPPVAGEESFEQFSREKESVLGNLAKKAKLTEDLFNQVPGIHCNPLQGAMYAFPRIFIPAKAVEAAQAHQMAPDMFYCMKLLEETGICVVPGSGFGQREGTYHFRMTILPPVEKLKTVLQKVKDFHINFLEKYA
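Fluorescence read-out: pyruvate from GPT2 turnover coupled to pyruvate oxidase, HRP and Amplex Red (0.2mM ThPP, 0.2U/mL PO and HRP, 50uM Amplex final). Substrates 250uM a-KG, 2mM L-alanine; enzyme 10ng/uL; 30 min RT.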
HEK293 viab – counter-screen for SNCA expression inhibitors: cell viability. Potency, µM (top dose mostly 57.1 µM), for inactives: at the top dose activity change, negative = cytotoxicity, most hits filed as cytotoxic. 0.12% of 150,000 active. HEK-293-SNCA-luc viability, GF-AFC fluorescence, 24 h. AID 1671193;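 note: potency is the fitted concentration of half-maximal effect; 0% = DMSO-treated cells and -100% = medium-only wells without cells; nearly all actives have a fitted effect of over 30% in size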
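HEK-293-SNCA-luc cells (1500/well) plated 24 h, then exposed 24 h to a dilution series; GF-AFC added 30 min at 37C, fluorescence 405/540 nm; normalised to medium-only and DMSO wells, Hill fit.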
3T3 cytotox – cytotoxic compounds in NIH 3T3 cells. AID 1345082. 4.3% of 94,000 active. Potency, µM (series often up to 96.7 µM), for inactives: at the top dose activity change, negative = cytotoxicity, actives largely listed as inhibitors. NIH 3T3 viability, CellTiter-Glo ATP luminescence, 48-72 h; note: potency is the fitted concentration of half-maximal effect; nearly all actives have a fitted effect of over 55% in size
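Viability of NIH 3T3 cells after 48 or 72 hr compound treatment at 37 °C was assessed by CellTiter-Glo, with luminescence imaged following a 10 min room-temperature step.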
HEK293 tox – cytotoxic compounds in HEK 293 cells; HEK 293 viability, ATP luminescence (CellTiter-Glo), 48-72 h; Potency, µM (top dose mostly 115 µM), for inactives: at the highest dose activity change, negative = cytotoxicity, usual class: inhibitors; 6.6% of 94,000 active; AID 1345083; note: potency is the fitted concentration of half-maximal effect; nearly all actives have a fitted effect of over 60% in size
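HEK 293 cells seeded at 250 cells/well were exposed to compound for 48 or 72 hr at 37 degree Celsius. Viability taken as ATP content by CellTiter-Glo luminescence.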
FLuc inh – inhibitors of firefly (Photinus pyralis) luciferase; purified P. pyralis luciferase, luminescence, biochemical; Potency, µM (doses to about 115 µM), for the others: at the highest dose activity change, negative = inhibition, usual class: inhibitors; 2.5% of 76,000 active; note: potency is the fitted concentration of half-maximal effect; nearly all actives have a fitted effect of over 65% in size
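Luminescence read by CCD imager after adding enzyme (10nM final) to wells holding compound, titrated in qHTS. Substrates 10uM each D-luciferin and ATP; buffer 50mM Tris acetate pH 7.5, 10mM Mg acetate, Tween-20, BSA.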
Active calls of the source: *; & = joins results of further samples; [ ] = another dose, or the depositor's remark. Unless noted, calls come from the whole dose curve; as a rule, active = well fitted curve in the direction sought with a large enough effect; inconclusive = small, poorly fitted or top-dose-only effect, or another doubt; inactive = no such curve, though single readings can be large; an effect the other way counts as inactive or inconclusive. Unless noted, % is set by controls: 0 for no effect and ±100 for the full control effect.

Results for N#CC1CCN(C(=O)c2cc(-c3cccs3)c3cccn3n2)CC1 ?
IP6K1 inhibitor: -1; SNCA expr inh: -2%[87.6 µM]; GPT2 inhibitor: inactive; HEK293 viab: -4%[87.6 µM]; 3T3 cytotox: inconclusive; HEK293 tox: 79µM*

What do the screens show for `Cc1ccc(SCCN(C)c2cc(C3CC(O)C3)nc(N)n2)cc1` (configuration not stated)?
IP6K1 inhibitor: -7; SNCA expr inh: inconclusive; GPT2 inhibitor: -13%; HEK293 viab: -22%; 3T3 cytotox: inconclusive; HEK293 tox: 28µM*; FLuc inh: 9%

How did CC(C)c1ccc(NC(=O)c2ccc3c(c2)N(C)C2CCCN2C3=O)cc1 (configuration not stated) do in these assays?
IP6K1 inhibitor: 41; SNCA expr inh: 132%[activator]; GPT2 inhibitor: inactive; HEK293 viab: -19%[12.5 µM]; 3T3 cytotox: inconclusive; HEK293 tox: 45µM*; FLuc inh: 16µM*

How did Cn1cnc(S(=O)(=O)N2CCC(c3noc(-c4ccccc4)n3)C2)c1 (configuration not stated) do in these assays?
IP6K1 inhibitor: -7; SNCA expr inh: -3%; GPT2 inhibitor: inactive; HEK293 viab: 10%; 3T3 cytotox: -22%; HEK293 tox: -21%; FLuc inh: -13%

Results for CCCCNc1cc(C(=O)O)cc(S(N)(=O)=O)c1Oc1ccccc1 ?
IP6K1 inhibitor: -6; SNCA expr inh: inconclusive; GPT2 inhibitor: 4%&-1%&-7%; HEK293 viab: 8%

What do the screens show for `Cc1ccc2c(c1)N1C(=O)OC[C@@H]1CCN(C(=O)c1ccnc(Cl)c1)C2`?
IP6K1 inhibitor: -11; SNCA expr inh: 0%[87.6 µM]; GPT2 inhibitor: -6%[88.5 µM]; HEK293 viab: 5%[87.6 µM]; 3T3 cytotox: -6%[138 µM]; HEK293 tox: 0%[172 µM]; FLuc inh: -1%[172 µM]

What do the screens show for `COc1ccc(-c2ccc3c(c2)C(=O)N2CC[C@H](NC(=O)CCC(=O)O)[C@H]2C(=O)N3)cc1`?
IP6K1 inhibitor: -7; SNCA expr inh: 8%; GPT2 inhibitor: 3%; HEK293 viab: -2%; 3T3 cytotox: -9%; HEK293 tox: 2%; FLuc inh: inconclusive

How did C=C(C)[C@@H]1CC[C@]2(CO)CC[C@]3(C)[C@H](CC[C@@H]4[C@@]5(C)CC[C@H](O)C(C)(C)[C@@H]5CC[C@]43C)[C@@H]12 do in these assays?
IP6K1 inhibitor: -5; GPT2 inhibitor: inactive; HEK293 viab: -5%[23.9 µM]

How did Cc1ccc(-n2c(=O)c3cccnc3n2CC(=O)Nc2cc(C)cc(C)c2)cc1 do in these assays?
IP6K1 inhibitor: -5; SNCA expr inh: 0%; HEK293 viab: -20%

Results for O=C1NCCCCCCN(Cc2ccncc2)[C@@H]2CN(C(=O)Nc3ccccc3F)CC[C@@H]12 ?
IP6K1 inhibitor: 10; SNCA expr inh: -5%; GPT2 inhibitor: inactive; HEK293 viab: -5%; 3T3 cytotox: -22%; HEK293 tox: -6%; FLuc inh: -11%

Results for COCc1ccc2c(c1)c(OC(C)(C)C(=O)Nc1ccc(OC)cc1)nn2Cc1cccnc1 ?
IP6K1 inhibitor: -5; SNCA expr inh: 1%; GPT2 inhibitor: -5%; HEK293 viab: 1%; 3T3 cytotox: inconclusive; HEK293 tox: -6%; FLuc inh: -3%

What do the screens show for `O=C1N(C2CCN(Cc3ccncc3)CC2)C(c2ccncc2)C12CCCCC2` (configuration not stated)?
IP6K1 inhibitor: -3; SNCA expr inh: 74%[activator]; GPT2 inhibitor: -11%; HEK293 viab: 0%[12.5 µM]; 3T3 cytotox: -20%; HEK293 tox: -17%; FLuc inh: -5%

What do the screens show for `CC1=Nc2cc(C(=O)NCCCN(C)C)ccc2Sc2ccc(F)cc21`?
IP6K1 inhibitor: -6; SNCA expr inh: 2%; GPT2 inhibitor: -13%; HEK293 viab: 2%; 3T3 cytotox: inconclusive; HEK293 tox: 50µM*; FLuc inh: 1%

How did O=C1CCN(S(=O)(=O)c2cccc(F)c2)CCCCCCN1 do in these assays?
IP6K1 inhibitor: -14; SNCA expr inh: 11%; GPT2 inhibitor: inactive; HEK293 viab: 3%; 3T3 cytotox: -3%; HEK293 tox: inactive; FLuc inh: 9%

Results for CN1CCC(OC2CCN(C(=O)c3cnn(C)c3)CC2)CC1 ?
IP6K1 inhibitor: 7; SNCA expr inh: 0%; GPT2 inhibitor: -11%; HEK293 viab: 20%; 3T3 cytotox: 2%; HEK293 tox: 2%; FLuc inh: 5%

Results for CC1CCN(S(=O)(=O)c2ccc3c(c2)CCC(=O)N3CC(=O)Nc2cccc(C#N)c2)CC1 ?
IP6K1 inhibitor: 8; SNCA expr inh: 18%; HEK293 viab: 3%

Results for CCCCN(CCCC)CCCNC(=O)Cn1cc2c(n1)-c1c(oc(C(=O)N3CCCC3)c1C)CC2 ?
IP6K1 inhibitor: -4; SNCA expr inh: -19%; HEK293 viab: -9%

Results for COc1cccc(CNC(=O)Cn2c(C)cc3nc4n(c(=O)c32)CCCC4)c1 ?
IP6K1 inhibitor: 1; SNCA expr inh: 2%; GPT2 inhibitor: -9%; HEK293 viab: -13%; 3T3 cytotox: -9%; HEK293 tox: 9%; FLuc inh: -17%

How did Nc1nnc(CCNC(=O)[C@H]2CNC[C@H](C(=O)N3CCOCC3)C2)s1 do in these assays?
IP6K1 inhibitor: 10; SNCA expr inh: -10%; GPT2 inhibitor: -13%; HEK293 viab: 9%; 3T3 cytotox: inactive; HEK293 tox: -1%; FLuc inh: -4%

What do the screens show for `CC(=O)N1CCN(C(=O)C2(Cn3cccn3)CC2)CC(O)C1` (configuration not stated)?
IP6K1 inhibitor: 3; SNCA expr inh: -1%; GPT2 inhibitor: 2%; HEK293 viab: 2%; 3T3 cytotox: inactive; HEK293 tox: -1%; FLuc inh: -4%

Pulled by compound from the list above (3):
Results for CCCCNc1cc(C(=O)O)cc(S(N)(=O)=O)c1Oc1ccccc1 ?
IP6K1 inhibitor: -6; SNCA expr inh: inconclusive; GPT2 inhibitor: 4%&-1%&-7%; HEK293 viab: 8%

Results for O=C1NCCCCCCN(Cc2ccncc2)[C@@H]2CN(C(=O)Nc3ccccc3F)CC[C@@H]12 ?
IP6K1 inhibitor: 10; SNCA expr inh: -5%; GPT2 inhibitor: inactive; HEK293 viab: -5%; 3T3 cytotox: -22%; HEK293 tox: -6%; FLuc inh: -11%

Results for CCCCN(CCCC)CCCNC(=O)Cn1cc2c(n1)-c1c(oc(C(=O)N3CCCC3)c1C)CC2 ?
IP6K1 inhibitor: -4; SNCA expr inh: -19%; HEK293 viab: -9%

The listing continues:
How did COCC(=O)NC[C@H]1CCN(Cc2ccc(F)c(OC)c2)C[C@H]1N(C)C do in these assays?
IP6K1 inhibitor: 37; SNCA expr inh: 0%; GPT2 inhibitor: inactive; HEK293 viab: -4%[12.5 µM]; 3T3 cytotox: -13%; HEK293 tox: -4%; FLuc inh: 4%

Results for O=C(c1ccc2cc[nH]c2c1)N1CCCC(Cc2noc(-c3ccccc3)n2)C1 (configuration not stated) ?
IP6K1 inhibitor: 6; SNCA expr inh: -57%; GPT2 inhibitor: inactive; HEK293 viab: inconclusive; 3T3 cytotox: 20µM*; HEK293 tox: inconclusive; FLuc inh: -8%

Results for C[C@@H]1O[C@@H](O[C@H]2[C@H](O)[C@@H](O[C@@H]3O[C@H](CO)[C@@H](O)[C@H](O[C@@H]4O[C@H](CO)[C@@H](O)[C@H](O)[C@H]4O)[C@H]3O)[C@H](O[C@H]3CC[C@@]4(C)C(=CC[C@@H]5C4CC[C@@]4(C)C5C[C@@H]5OC6(CC[C@@](C)(CO[C@@H]7O[C@H](CO)[C@@H](O)[C@H](O)[C@H]7O)O6)[C@@H](C)[C@@H]54)C3)O[C@@H]2CO)[C@H](O)[C@H](O)[C@H]1O (some centres not stated) ?
IP6K1 inhibitor: 7; GPT2 inhibitor: inactive[11.5 µM]; HEK293 viab: 23%[12.5 µM]

How did CCc1ccccc1NC(=O)Cn1nc(N2CCN(c3ccccc3OC)CC2)ccc1=O do in these assays?
IP6K1 inhibitor: -5; SNCA expr inh: -18%; HEK293 viab: -2%

What do the screens show for `O=C(NCc1ccccc1Cl)NCc1noc2ccccc12`?
IP6K1 inhibitor: -8; SNCA expr inh: 112%[activator]; HEK293 viab: 6%

How did N#Cc1ccccc1Cn1c(=O)n(CCCC(=O)NCc2ccc3c(c2)OCO3)c(=O)c2sccc21 do in these assays?
IP6K1 inhibitor: -2; SNCA expr inh: inconclusive; HEK293 viab: 4%

Results for CCOC(=O)c1cc2c(=O)n3ccccc3nc2n(C(C)C)c1=NC(=O)C(C)(C)Oc1ccc(Cl)cc1 ?
IP6K1 inhibitor: -14; SNCA expr inh: 10%; HEK293 viab: inconclusive

Results for CCN(CC)C(=O)c1sc2c(c1C)c(=O)n(Cc1ccccc1)c(=O)n2Cc1cc(C)ccc1C ?
IP6K1 inhibitor: -1; SNCA expr inh: -1%; HEK293 viab: 7%

What do the screens show for `COc1ccc(N(CC(=O)NCCc2ccccc2)S(=O)(=O)c2c(C)nn(C)c2C)cc1`?
IP6K1 inhibitor: -21; SNCA expr inh: -6%; HEK293 viab: 24%

What do the screens show for `CCOC(=O)c1cc2c(=O)n3ccccc3nc2n(Cc2ccco2)c1=NC(=O)c1ccc(F)cc1`?
IP6K1 inhibitor: -41*; SNCA expr inh: -17%; HEK293 viab: inconclusive

Results for O=C(c1nccc2ccccc12)N1CC(CO)C2(CCNCC2)C1 (configuration not stated) ?
IP6K1 inhibitor: 36; SNCA expr inh: -5%; GPT2 inhibitor: -1%; HEK293 viab: 2%[12.5 µM]; 3T3 cytotox: -8%; HEK293 tox: -1%; FLuc inh: -9%

How did COCCCNC(=O)CN1C(=O)COc2ccc(S(=O)(=O)N3CCOCC3)cc21 do in these assays?
IP6K1 inhibitor: -15; SNCA expr inh: -9%; HEK293 viab: -3%

What do the screens show for `COC(=O)c1c(NC(=O)c2nc(SCc3ccc(F)cc3)ncc2Cl)sc2c1CCCC2`?
IP6K1 inhibitor: -6; SNCA expr inh: -27%; HEK293 viab: -5%

Results for CN(Cc1cccn1C)C(=O)c1ccccc1F ?
IP6K1 inhibitor: -2; SNCA expr inh: -7%[87.6 µM]; GPT2 inhibitor: inactive; HEK293 viab: -8%[87.6 µM]; 3T3 cytotox: -25%[138 µM]; HEK293 tox: -21%[172 µM]; FLuc inh: -9%[172 µM]

Results for O=C(Nc1ccc(-c2nnc3n2CCCC3)cc1)c1ccc2c(c1)OCO2 ?
IP6K1 inhibitor: -6; SNCA expr inh: 10%; GPT2 inhibitor: -11%; HEK293 viab: -15%; 3T3 cytotox: -12%; HEK293 tox: -15%; FLuc inh: -22%

Source: PubChem
